PrPC TRFRET: inhibitors of human cell surface prion protein PrPC. inhibition, % at 13.8 µM. 0.43% of 370,000 active. TR-FRET read-out. AID 720596; in the data active = inhibition above about 24%; note: 0% = median of the test wells and 100% = reference compound wells
Starred values were filed as active, the others as inactive.

SMILES	PrPC TRFRET
COC(=O)c1ccc2nc(-c3ccc(C)cc3)c(CC(C)(C)C)n2c1	15.6
Cc1[nH]cnc1/C=N\NC(=O)c1cccc(S(=O)(=O)N(C)C)c1	1.6
CCCNC(=O)C[C@@H]1CC[C@H]2NC[C@H](O)COC[C@@H]2O1	9.6
C#CCNC(=O)C[C@H]1C[C@@]2(C(=O)OC)C(=C[C@H](C(C)(C)C)O[C@@H]2C)N(Cc2ccco2)C1=O	-1.9
CC[C@H](CCCc1ccc(OC)cc1)CCC(=O)N(c1ccccc1)c1ccccc1	5.0
CC1(C(=O)Nc2ccc3c(c2)OCCO3)CN(S(C)(=O)=O)CC(=O)N1CCc1ccccc1 (stereo not drawn)	2.4
COc1ccc(CN2CCC(CNC(=O)Nc3ccc(C)c(F)c3)CC2)cc1	-17.0
Cc1cccc(N2O[C@H]3C=C[C@@H]2C3)n1	9.5
c1ccc(-n2c(SCc3cccc4ccccc34)nnc2-c2ccccn2)cc1	-6.5
COCC(=O)N[C@H]1C=C[C@@H](CC(=O)OC)O[C@@H]1CO	-0.4
CN(C)c1ccc(C(=O)NCC2CCN(C(=O)C(=O)c3cccs3)CC2)cc1	13.1
CCC[C@H]1[C@@H](OC(=O)NCc2cccc(Cl)c2)CC[C@@]23CCCN2C(=O)CCC[C@@H]13	4.5
Cc1cc(-c2n[nH]c(=S)n2N=Cc2c3ccccc3cc3ccccc23)n[nH]1	-5.8
COc1cccc(NC(=O)C2CCCN2C(=O)NCc2ccccc2)c1 (stereo not drawn)	1.4
CC(c1ccc(N)cc1)c1cn(C)c2ccccc12 (stereo not drawn)	-2.0
CC(=O)OC12CCCN(C1)/C(=C/c1cccc(Cl)c1)C2 (stereo not drawn)	-6.8
COc1ccc(-c2cc(C(=O)NN=Cc3ccccc3[N+](=O)[O-])[nH]n2)cc1	-19.0
CCCCNC(=O)C1(C(=O)C2CC2)CC(c2ccccc2C(F)(F)F)=NO1 (stereo not drawn)	-1.2
CC(=O)CC(=O)O[C@@H]1C=C[C@H](NC(=O)OC(C)(C)C)C1	7.8
Cc1cccc(C(=O)N[C@@H]2CC[C@@]34CCCN3C(=O)CCC[C@H]4[C@H]2C)c1	-8.7
CCC[C@H]1[C@@H](N)CC[C@@]23CCCN2C(=O)CCC[C@@H]13	5.0
COC(=O)[C@]12CCCCC=C1N(Cc1ccc3c(c1)OCO3)C(=O)[C@H](CC(=O)N1CCSCC1)C2	-2.5
O=S1(=O)c2ccc(N3CCCC3)cc2Oc2ccccc2CN1Cc1cn(Cc2ccccc2C(F)(F)F)nn1	-7.7
COc1ccc(CN2C3=NC(c4ccccc4)CC(=O)N3/C(=C\c3ccccc3)C2c2ccccc2)c(OC)c1 (stereo not drawn)	2.8
CCN1Cc2nnn(Cc3ccccc3)c2-c2cc(N3CCCC3)ccc2S1(=O)=O	1.0
C[C@H]1CCCN1c1ccc2c(c1)OCCCN(C1CC1)S2(=O)=O	9.3
Cc1cc(C(=O)NN=C/C=C/c2ccco2)n[nH]1	-15.4
CC1(c2nnnn2Cc2ccccc2)CCSCC(=O)N1Cc1cccs1 (stereo not drawn)	2.6
CC(=O)CC[C@@H]1CC[C@]2(CCCN(S(=O)(=O)c3ccccc3)C2)O1	4.0
CCCC(=O)N1CCC(NS(=O)(=O)c2ccc3c(c2)CCN3C(C)=O)CC1	10.2
O=C(CSc1nnc(-c2ccccn2)n1-c1ccc(Cl)cc1)Nc1cccc2ccccc12	-5.4
COC(=O)C1CN(Cc2cn(Cc3ccc(F)cc3)nn2)CCS(=O)(=O)N1Cc1ccc(C)cc1 (stereo not drawn)	-5.6
COc1cccc(NC(=O)NC2CCCCN(Cc3ccccc3C)C2=O)c1 (stereo not drawn)	13.7
O=C(Nc1ccc(Cl)c(Cl)c1)C1CCCN(c2nnc(-n3cccc3)s2)C1 (stereo not drawn)	8.1
COC(=O)c1cc(=O)nc(NN=Cc2ccccc2O)s1	2.8
COC(=O)[C@]12C[C@H](CC(=O)N3CCN(C(=O)c4ccco4)CC3)C(=O)N(CCC3=CCCCC3)C1=C[C@H](C1CCCC1)O[C@@H]2C	12.4
Cc1ccc(S(=O)(=O)N2[C@@H](CO)CO[C@H]2CC(=O)c2cccs2)cc1	-0.8
COc1ccc(CNCC#Cc2cccnc2)c(OC)c1	3.0
C[C@H](Cc1ccc(OCC(=O)O)cc1)NC[C@H](O)c1cccc(Cl)c1	0.1
Cc1ccc(C(=O)N(Cc2ccccn2)CC2CCCO2)cc1 (stereo not drawn)	3.1
NC(=O)C1CCN(c2nc(-c3ccc(N)cc3)cs2)CC1	3.7
COc1ccc2c(c1)CCCN2C(=O)C1CCCN(S(=O)(=O)c2cccc3cccnc23)C1 (stereo not drawn)	-2.9
O=C(CSc1nnc(-c2ccccc2)n1-c1ccc(Cl)cc1)NN=Cc1c[nH]c2ccccc12	9.2
COc1ccc(-c2nnc(SCC(=O)Nc3ccc(S(=O)(=O)Nc4cc(C)nc(C)n4)cc3)n2-c2ccc(OC)cc2)cc1	5.3
C[C@@H]1NC(=O)[C@H]2C[C@@]3(c4ccccc4)c4ccccc4N[C@H]3N2C1=O	-0.6
O=C(C1CCN(S(=O)(=O)c2ccccc2)CC1)N1CCN(C2CCCCC2)CC1	-7.5
CCOC(=O)[C@]12CCCC=C1N(Cc1ccc(OC)cc1)C(=O)[C@@H]2CC(=O)N1CCN(C(=O)C2CC2)CC1	-2.8
COC(=O)[C@]1(CNC(=O)Nc2ccc(C)c(Cl)c2)CC(=O)N(C)[C@@H]1c1ccccc1	5.9
COc1ccccc1-n1cc(CN2CCc3onc(-c4ccc(Br)cc4)c3C2=O)nn1	9.6
COC(=O)[C@H](Cc1ccccc1)N1C[C@@H](N2CCC[C@H]2C)CS1(=O)=O	-2.8

Reprinted from the entries so far for reference:
SMILES	PrPC TRFRET
COC(=O)c1ccc2nc(-c3ccc(C)cc3)c(CC(C)(C)C)n2c1	15.6
Cc1[nH]cnc1/C=N\NC(=O)c1cccc(S(=O)(=O)N(C)C)c1	1.6
CCCNC(=O)C[C@@H]1CC[C@H]2NC[C@H](O)COC[C@@H]2O1	9.6

The list continues:
SMILES	PrPC TRFRET
CC(C)[C@H](NC(=O)c1ccco1)C(=O)N1CCC[C@H]1C(=O)NCc1ccccc1	0.6
CCCCc1c(-c2ccccc2OC)ncn1Cc1ccccc1	3.5
CC[C@H](CCCCCC#N)CCC(=O)N(c1ccccc1)c1ccccc1	11.7
CC(C)C[C@H](NC1(C(=O)NCCc2c[nH]c3ccccc23)CCOCC1)C(=O)NCCCc1ccccc1	-7.6
O=C1Nc2ccccc2-n2nnnc2C1N1CCN(c2ccccn2)CC1 (stereo not drawn)	-1.6
Oc1ccc2ccccc2c1C=Nn1c(-c2n[nH]c3c2CCC3)n[nH]c1=S	-15.1
C=CCC12C=C(OC)C(=O)C(C1=O)C(c1ccc(OC)cc1)C2C (stereo not drawn)	0.6
COc1ccc(Cn2cc(COC(=O)NCCc3c[nH]c4ccccc34)nn2)cc1	16.9
Cn1cccc1CC(=O)NN=Cc1cccc(F)c1	-1.5
CC(C)(C)C(=O)OC12CCCN(C1)/C(=C/c1ccncc1)C2 (stereo not drawn)	9.2
COC(=O)C1=C(C)N(Cc2cccc(C(F)(F)F)c2)C(=NCc2cccc(C(F)(F)F)c2)NC1c1ccc(Cl)cc1 (stereo not drawn)	-0.8
CCSc1n[nH]c(=O)n1C	-5.2
CN(CCc1ccccc1)C(=O)c1ccc2c(c1)ncn2C1CCCCC1	-2.4
Cc1onc(C(=O)N2CCN(C(c3ccccc3)c3ccccc3)CC2)c1Br	11.2
COc1ccc(-c2ccc(-c3noc(-c4ccc(OC)c(OC)c4)n3)c(OC)n2)cc1	12.4
CCOC(=O)C1=CCN(S(=O)(=O)c2ccc(Cl)cc2)C1c1cccc(F)c1 (stereo not drawn)	1.3
CCCCCCCCN1CC(Cc2cc3ccccc3c3ccccc23)N(c2ccccc2)c2ccccc2C1=O (stereo not drawn)	4.8
O=C(/C=C(\Nc1cccc(C(F)(F)F)c1)c1ccccc1)c1ccccc1	7.8
CCCCCCC(=O)NC1CCCCN(Cc2ccccc2C)C1=O (stereo not drawn)	8.0
COc1cc(NC(=O)C2CCCN(S(=O)(=O)c3ccc(C)c(C)c3)C2)cc(OC)c1 (stereo not drawn)	11.1
C/C(=N/NC(=O)CSc1nnc(-c2ccccc2)n1-c1ccc(Cl)cc1)c1cccc(O)c1	4.6
CCn1c2ccccc2c2cc(NC(=O)COC(=O)c3cc(Cl)cc(Cl)c3)ccc21	-1.1
O=C1CCC[C@H]2C[C@H](NCc3ccc(Br)cc3)CC[C@]23CCCN13	-3.0
Cc1cc2c(nc1C)CCCN2S(=O)(=O)c1ccc(C#N)cc1	-6.9
COCCCNC(=O)c1ccc(Cn2c(=O)c3ccccc3n(Cc3ccc(Br)cc3)c2=O)cc1	-0.7
CC(=O)Nc1sc2c(c1-c1nc3ccccc3s1)CCCN(C(C)C)C2	37.6*
O=S(=O)(c1cc2ccccc2s1)n1c(CN2CCOCC2)nc2ccccc21	-2.8
O=S1(=O)N[C@@H](Cc2ccccc2)COc2cccc(N3CCCC3)c21	7.0
C=CCN1C(=O)c2n[nH]c(COC)c2C1c1cccc(C(F)(F)F)c1 (stereo not drawn)	6.5
CCCCc1c(-c2ccccc2OC)ncn1Cc1ccc(Cl)cc1Cl	13.0
O=C1CSc2ccc(C(=O)N3CCCC(C(=O)N4CCOCC4)C3)cc2N1 (stereo not drawn)	0.7
Cc1cccc(C)c1NC(=O)C(c1ccnc2ccccc12)n1c(=O)c(-c2ccccc2)nc2ccccc21 (stereo not drawn)	-2.0
COC(=O)[C@@H](C)NC(=O)C(Cc1ccc2c(c1)OCO2)NC(C)=O (stereo partly drawn)	-6.1
CC(C)C[C@@H](NC(=O)OC(C)(C)C)C(=O)N1O[C@]23C=C[C@]14C[C@@H](O)CC[C@]4(C)C2CC[C@]1(C)[C@@H]([C@H](C)/C=C/[C@H](C)C(C)C)CC[C@H]13 (stereo partly drawn)	6.6
COc1ccc(C=NNC(=O)c2cc(-c3ccc(C)c(C)c3)n[nH]2)cc1OCc1ccccc1	12.6
CC(C)NC(=O)C1C(c2ccc(C(F)(F)F)cc2)=Nc2ccccc2N1C(=O)c1ccccc1 (stereo not drawn)	18.6
COc1ccccc1CCn1cnc(-c2ccc(Br)cc2)c1CC(C)C	7.8
O=C(Nc1ccc(C(O)(C(F)(F)F)C(F)(F)F)cc1)c1ccccc1C(F)(F)F	5.7
O=C(CSc1nnc(-c2cccnc2)n1-c1ccccc1)Nc1ccc(OCc2ccccc2)cc1	2.8
COC(=O)[C@@]12C[C@@H](CC(=O)NCC34CC5CC(CC(C5)C3)C4)C(=O)N(Cc3ccc4c(c3)OCO4)C1=CCC(C)(C)C2	1.3
CCC(c1nc2ccccc2[nH]1)n1c(-c2ccc3ccccc3c2)nc2ccccc21 (stereo not drawn)	18.8
COc1cccc(/C=C2\CC3(OC(=O)C4CCCCC4)CCCN2C3)c1 (stereo not drawn)	-5.0
C#CCNC[C@@H]1CSCCS(=O)(=O)N1	-3.5
CCOC(=O)c1ccc(C#Cc2ccc3c(c2)C(C)(C)CCS3)nc1	-0.1
O=C(NCCc1c[nH]c2ccccc12)OCc1cn(Cc2cccc(Cl)c2)nn1	19.5
CN(CCCOC(=O)c1cc2ccccc2o1)C1CN(Cc2cn(Cc3ccccc3C(F)(F)F)nn2)S(=O)(=O)C1 (stereo not drawn)	2.1
C[C@H]1CN(S(=O)(=O)C(C)(C)C)[C@@H](CCO)/C1=C\CCO	4.8
OC(c1ccccc1)(c1ccccc1)C1CCN(CCCOc2ccc(-c3cncnc3)cc2)CC1	-21.2
O=C(Nc1ccc2c(c1)OCCO2)C(c1ccc(C(F)(F)F)cc1)n1c(=O)c(-c2cc3ccccc3[nH]2)nc2ccccc21 (stereo not drawn)	4.1
O=C(COCc1ccccc1)NC1CCCCN(Cc2cccc(Cl)c2)C1=O (stereo not drawn)	1.6
More entries:
SMILES	PrPC TRFRET
Nc1c(-c2ccc(F)c(F)c2)nc2ncccn12	-5.1
COc1ccc(NC(=O)C(c2ccc(OC)cc2)n2c(=O)c(-c3ccco3)nc3ccccc32)cc1 (stereo not drawn)	1.3
COc1cccc(C(=O)N[C@H](C(=O)N2CCC[C@H]2C(=O)NCCc2ccccc2Cl)C2CCCCC2)c1	-10.0
CC(C)C[C@@H]1COc2cccc(N3CCCC3)c2S(=O)(=O)N1	-4.4
O=C(Nc1ccc2c(c1)OCO2)OC1CC2CC1[C@H]1CCCCN1[C@H]2Cc1ccccc1 (stereo partly drawn)	-1.3
CC(=O)NC1CCCCN(C(C)C)C1=O (stereo not drawn)	-1.7
CN1C(=O)[C@@](O)(c2cccn2C)c2cc(Cl)ccc21	-3.4
c1ccc2cc(Cn3ccc4ccc(-c5ccc6ccn(Cc7ccc8ccccc8c7)c6c5)cc43)ccc2c1	-3.8
COC(=O)c1cc(=O)nc(NN=Cc2ccccc2)s1	-1.8
CC(=O)c1cc(-c2cccc(Cl)c2O)c(=O)n2c1CCC2	-4.4
COc1cccc(CNC(=O)[C@H]2CCCN2)c1	2.8
CC(C)S(=O)(=O)N[C@@H]1c2cc3c(cc2[C@H](c2ccccc2)[C@H]1C)OCO3	-8.9
O=C(c1ccc2c(c1)C(=O)NC2=O)c1ccc2c(c1)C(=O)NC2=O	-0.7

Given with each value named: part of the list above.
Structure: CC(C)C[C@@H](NC(=O)OC(C)(C)C)C(=O)N1O[C@]23C=C[C@]14C[C@@H](O)CC[C@]4(C)C2CC[C@]1(C)[C@@H]([C@H](C)/C=C/[C@H](C)C(C)C)CC[C@H]13 (stereo partly drawn)
  PrPC TRFRET = 6.6
Structure: CCSc1n[nH]c(=O)n1C
  PrPC TRFRET = -5.2
Structure: COc1ccc2c(c1)CCCN2C(=O)C1CCCN(S(=O)(=O)c2cccc3cccnc23)C1 (stereo not drawn)
  PrPC TRFRET = -2.9
Structure: c1ccc(-n2c(SCc3cccc4ccccc34)nnc2-c2ccccn2)cc1
  PrPC TRFRET = -6.5

Pulled by structure from the entries so far (2):
SMILES	PrPC TRFRET
CC(=O)NC1CCCCN(C(C)C)C1=O (stereo not drawn)	-1.7
COc1cccc(C(=O)N[C@H](C(=O)N2CCC[C@H]2C(=O)NCCc2ccccc2Cl)C2CCCCC2)c1	-10.0

Some of the compounds tested, so the mix of outcomes need not match the whole.
